Bioassay records as filed in PubChem.
Calb biofilm kill: clotrimazole potentiators killing Candida biofilms, primary screen, with clotrimazole, Alamar Blue; C. albicans biofilm + clotrimazole; inhibition, % at 6 µM; 0.14% of 85,000 active;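 active = inhibition above 20%; inactive = inhibition below 20%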;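 also: preformed 24 hr biofilms exposed to compound for 48 hr; 0% = biofilm without compound and 100% = blank killed by clotrimazole plus chlorhexidine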
Smad3 inh: Smad3/FoxH1 peptide binding inhibitors, primary screen, biochemical, TR-FRET | Mothers against decapentaplegic homolog 3 (Homo sapiens), P84022 | TR-FRET Smad3/Dy647-FoxH1 peptide binding, europium anti-His | inhibition, % at 25 µM | 0.29% of 88,000 active | AID 630, 2007;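 active = compounds that reduce the energy-transfer binding signal between the protein and its labelled peptide by more than half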;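 also: 0% = Smad3 plus labelled peptide maximal FRET and 100% = peptide-only background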
Target sequence (P84022 whole entry, looked up): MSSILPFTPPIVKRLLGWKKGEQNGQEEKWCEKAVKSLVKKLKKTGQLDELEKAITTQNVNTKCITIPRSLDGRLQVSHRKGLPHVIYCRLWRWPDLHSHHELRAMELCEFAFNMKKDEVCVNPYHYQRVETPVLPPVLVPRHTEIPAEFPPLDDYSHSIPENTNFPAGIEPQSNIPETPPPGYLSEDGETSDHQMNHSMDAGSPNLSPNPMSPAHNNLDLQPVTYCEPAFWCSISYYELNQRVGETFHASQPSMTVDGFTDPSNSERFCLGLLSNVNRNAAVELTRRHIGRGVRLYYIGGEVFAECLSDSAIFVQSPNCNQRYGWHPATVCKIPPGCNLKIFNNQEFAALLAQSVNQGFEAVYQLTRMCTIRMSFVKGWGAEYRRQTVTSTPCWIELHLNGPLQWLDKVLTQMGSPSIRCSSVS
VCAM1 TNFa inh: inhibitors of TNFa-induced VCAM1 expression, primary screen, imaging, HUVEC, TNFa stimulus, immunofluorescence. HUVEC TNFa-induced VCAM-1 immunofluorescence, high-content imaging. inhibition, % at 2 µM. 0.48% of 95,000 active. AID 802, 2007;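 active = inhibition above the batch mean plus 3 SD, with images confirmed as a hit by eye, cut at about 37% in these data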;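 also: 0% = TNF-stimulated DMSO wells and 100% = unstimulated control wells; not every result past the cut was called active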
ERb SRC1 inh: inhibitors of ERβ-SRC1 coactivator interaction, primary screen, biochemical, TR-FRET, ERβ LBD, SRC-1 peptide; TR-FRET ER-beta LBD / SRC1-Cy5 peptide binding; receptor agonist-loaded with 1 µM estradiol; inhibition, % at 25.6 µM; 1.3% of 86,000 active; Estrogen receptor beta (Homo sapiens), Q92731;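 active = compounds whose percent inhibition of the receptor-coactivator binding signal exceeds about 50% in the single-dose screen, limit read from the data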;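 also: 0% = receptor plus peptide wells without compound and 100% = peptide-only wells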
Target sequence (Q92731 whole entry, looked up, the tested form may be a part): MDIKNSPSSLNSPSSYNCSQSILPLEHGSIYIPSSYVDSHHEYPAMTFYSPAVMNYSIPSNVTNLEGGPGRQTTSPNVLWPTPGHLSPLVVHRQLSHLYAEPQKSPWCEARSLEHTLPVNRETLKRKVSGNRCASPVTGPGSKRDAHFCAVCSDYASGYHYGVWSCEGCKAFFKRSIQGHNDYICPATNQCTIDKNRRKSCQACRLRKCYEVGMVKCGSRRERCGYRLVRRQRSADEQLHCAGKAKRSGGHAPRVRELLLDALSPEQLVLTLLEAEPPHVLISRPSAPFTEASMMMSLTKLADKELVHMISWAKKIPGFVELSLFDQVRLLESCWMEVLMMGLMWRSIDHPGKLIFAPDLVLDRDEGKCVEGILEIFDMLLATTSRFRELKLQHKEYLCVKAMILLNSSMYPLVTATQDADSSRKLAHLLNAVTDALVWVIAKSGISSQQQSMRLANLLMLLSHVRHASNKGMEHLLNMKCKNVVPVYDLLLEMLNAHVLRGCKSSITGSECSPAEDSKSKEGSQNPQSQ
F-actin modifier: modifiers of F-actin cytoskeleton organization, primary screen, imaging, HUVEC, phalloidin staining, high-content imaging | HUVEC TNFa F-actin phalloidin imaging | inhibition, % at 2 µM | 0.18% of 91,000 active;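 active = inhibition above the batch mean plus 3 SD and confirmed as a hit by visual image inspection, cut at about 30% in these data, passing the limit was not always enough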; also: strong numbers were not always called active
sEH inhibitor: soluble epoxide hydrolase inhibitors, primary screen, biochemical, human sEH; 0.34% of 91,000 active; recombinant human sEH enzymatic activity assay; Bifunctional epoxide hydrolase 2 (Homo sapiens), P34913; inhibition, % at 2 µM; AID 707, 2007; in the data active = inhibition above about 80%; also: values of inactives mirror those of a sister screen read the other way; many of its hits are not listed in these tables
HUVEC tox IL1B: cytotoxicity in IL-1B stimulated HUVEC, primary screen, cytotoxicity control for IL-1B NFkB translocation project, imaging, Hoechst nuclear count, IL-1B stimulus; HUVEC cell count loss; cell count reduction, % at 2 µM; 0.41% of 94,000 active;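 active = cell count reduction more than 3 SD above the screen-wide mean, cut at about 70% in these data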;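 also: normalized per plate to untreated control cells as the no-loss baseline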
sEH act: soluble epoxide hydrolase activators, primary screen, biochemical, human sEH | purified human sEH enzymatic activity, activator screen | activation, % at 2 µM | 0.04% of 91,000 active; in the data active = activation above about 37%; also: values of inactives mirror those of a sister screen read the other way
TNFa cytotox: cytotoxicity in TNFa-stimulated HUVEC, primary screen, cytotoxicity control for VCAM1 expression modulator project, imaging, Hoechst nuclei count; HUVEC TNFalpha-stimulated, Hoechst cell count; cell count reduction, % at 2 µM; 0.17% of 93,000 active;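 active = cell count reduction exceeding the screen mean by over 5 SD, scaled to untreated wells per plate, cut at about 78% in these data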;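 also: cells counted after 24 h of TNF alpha exposure following the 1 h pretreatment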
* marks the source's active call; other numbers are inactive results; · = not tested or not shown; [ ] = dose if it differs, or a comment.

SMILES	Calb biofilm kill	Smad3 inh	VCAM1 TNFa inh	ERb SRC1 inh	F-actin modifier	sEH inhibitor	HUVEC tox IL1B	sEH act	TNFa cytotox
COc1cccc(C2C3=C(CC(C)(C)CC3=O)OC(N)=C2[N+](=O)[O-])c1 (stereo unspecified)	·	·	11	·	2	-17	-14	16	-1
c1ccc(Cc2nnc(N3CCOCC3)c3ccccc23)cc1	2	-10	2	3[fluorescence artefact?]	-5	8	4	-9	-14
Cc1ccc(-n2c(O)c(C=Nc3ccc4c(c3)OCO4)c3ccccc3c2=O)cc1C	·	·	-22	·	4	-12	2	11	-50
CC(C)N1CC23C=CC(O2)C(C(=O)OCc2ccccc2)C3C1=O (stereo unspecified)	10	-16	19	22	-1	1	7	-2	37
COc1ccc(C(=O)N(CN2CCCC2=O)c2cc(C)on2)cc1OC	1	-4	4	13	-41	·	-17	·	-18
COC(=O)C(Cc1ccccc1)NC(=O)COc1ccc(C(C)(C)C)cc1 (stereo unspecified)	2	10	3	-4	1	26	2	-25	-20
COc1cc(NC(=O)c2ccc(S(=O)(=O)N(C)C)cc2)cc(OC)c1OC	7	3	-9	-2	10	1	-12	-1	-50
Cc1ccc(CC(=O)OCC(=O)NC2CCCC(C)C2C)cc1C (stereo unspecified)	3	8	13	-4	-8	44	-15	-42	1
COc1ccc(OC)c(C(=O)COC(=O)C2CC3CCCC(C2)C3=O)c1 (stereo unspecified)	11	-6	17	32[fluorescence artefact?]	14	-1	-35	2	-26
O=C(c1cccnc1)N(Cc1ccccc1)c1ccccc1	5	16[fluorescence artefact?]	-4	2[fluorescence artefact?]	-12	3	-1	0	-30
COc1ccc(Cn2c(C)c(C)c(C#N)c2NC(=O)Nc2cccc(Cl)c2)cc1	4	4	9	11	21	0	·	1	-5
COc1ccc(OC)c2[nH]c(=O)c(CCNC(=O)C3CCCCC3)cc12	7	9	2	-7	·	-21	-30	23	-16
Cc1cc2cc(CN(Cc3ccco3)C(=O)NCc3ccccc3)c(=O)[nH]c2cc1C	6	6	30	-3	15	-4	30	1	-16
COc1ccc(NC(=O)c2ccc(-n3cccn3)nc2)c(OC)c1	·	·	-9	·	-9	3	12	-4	-19
Cc1ccc(/C=C/C(=O)Nc2cc(C)on2)cc1	1	-5	-4	3	23	10	-6	-6	-13
CC(=O)C1=C(C)NC(SCC(=O)c2ccc(-c3ccccc3)cc2)=C(C#N)C1c1cccnc1 (stereo unspecified)	9	-7	1	29[fluorescence artefact?]	-40	47	-1	-47	3
Cc1cc(C)nc(-n2nc(C)cc2NC(=O)c2cccc(S(=O)(=O)N3CCCCC3)c2)n1	·	·	-6	·	30	·	-6	·	-14
CCOC(=O)N1CCC(n2c(=S)[nH]c3cc(OC)c(OC)cc3c2=O)CC1	8	-8	-1	7	-1	15	-18	-14	12
CC1(C)C2CCC1(C)C(OC(=O)CSc1nc(N)cc(=O)[nH]1)C2 (stereo unspecified)	0	-1	9	-1	6	0	23	1	-18
CC(C)COP(=O)(c1ccc(N(C)C)cc1)C(O)c1ccncc1 (stereo unspecified)	5	10	-13	-3[fluorescence artefact?]	-11	6	-5	-6	7
O=C(OCc1nnc(-c2ccc(Cl)cc2)o1)c1ccncc1	9	7	10	6[fluorescence artefact?]	41	-12	-8	11	-46
CC1Cc2ccccc2N1S(=O)(=O)c1cccc(C(=O)OCC(=O)NC2CCS(=O)(=O)C2)c1 (stereo unspecified)	3	4	-16	13	15	-4	-11	3	-9
COc1ccccc1-n1c(C)nc(=O)c(-c2ccccc2)c1C	7	0	10	-1	-3	1	-4	2	-11
Cc1nc2ccccc2n1CC(=O)N1CC(=O)Nc2ccccc21	-1	1	-7	-6	2	-6	-6	5	9
Cc1nccn1CC(O)COc1ccccc1 (stereo unspecified)	5	0	-11	-17	-10	-6	7	8	-19

Further results.
SMILES	Calb biofilm kill	Smad3 inh	VCAM1 TNFa inh	ERb SRC1 inh	F-actin modifier	sEH inhibitor	HUVEC tox IL1B	sEH act	TNFa cytotox
O=C(Nc1nc(-c2ccccn2)cs1)c1ccc(Br)s1	3	11	-7	-11	-18	8	-7	-8	8
CC1=C(C(=O)OCc2ccccc2)C(c2cccnc2)n2ncnc2N1 (stereo unspecified)	7	4	2	0	8	-9	-16	11	-16
Cc1nn(C)c(C)c1/C=C/C(=O)c1ccccc1	·	·	1	·	-9	6	-3	-5	-4
COc1cc(NC(=O)Cc2ccccc2)cc(OC)c1	5	2	-5	0	36	-9	0	10	-6
O=C(Nc1ccc(N=Nc2ccccc2)cc1)c1ccc(Cl)cc1Cl	·	·	2	·	-10	-4	-17	6	4
CCCc1cc(=O)oc2cc(C)cc(OCc3nn[nH]n3)c12	5	5	19	4	23	2	0	0	-4
Cc1ccc(Sc2cnn(-c3ccccc3)c(=O)c2Cl)cc1	·	·	17	·	24	-5	4	6	2
COc1ccc(S(=O)(=O)N2CCCN(Cc3cccc(F)c3)CC2)cc1	3	-1	-4	-10	5	10	-20	-12	-28
CCc1ccc(OC(=O)c2ccn(CC)n2)cc1	12	15	-2	-3[fluorescence artefact?]	2	11	-10	-8	-43
O=C(Nc1nnc(SCc2ccc(Cl)cc2)s1)c1ccco1	-4	12	-46	12	21	-12	2	11	-61
CCOC(=O)c1ccc(NC(=O)c2ccc(CO)c(C(=O)NC3CCN(C(=O)OCC)CC3)c2)cc1	1	2	13	-5	8	4	-2	-4	-5
COc1cc(SC)ccc1C(=O)OC1CCOC1=O (stereo unspecified)	1	-5	-20	1	15	8	-26	-6	-11
N#C/C(=C(/O)CN1CCN(c2ccccc2F)CC1)c1nc(-c2ccccc2)cs1	7	-11	5	0	-18	·	-27	·	-8
COc1ccc(-c2nc3scc(-c4ccc(OC)c(OC)c4)c3c(=O)o2)cc1	·	·	-5	·	-39	·	-23	·	-7
COc1ccc(N(C(=O)C(C)C)S(=O)(=O)c2ccc(Cl)cc2)cc1	0	-3	2	-3	-9	2	18	2	9
COc1cc(N/C(=N/S(=O)(=O)c2ccccc2)c2ccccc2)ncn1	6	5[fluorescence artefact?]	1	-9	-7	4	-9	-4	-7
C=CCn1c(SCC(=O)Nc2ncc(Cc3ccc(Br)cc3)s2)nnc1-c1ccncc1	·	·	5	·	-3	9	4	-6	-3
COc1ccc(C=O)cc1COc1ccc(F)cc1F	·	·	-21	·	5	-2	18	5	13
S=C(Nc1cccc2ccccc12)NN1CCOCC1	·	·	9	·	6	1	-20	-2	-1
CC1CN(c2ncnc3c2oc2ccccc23)CC(C)O1 (stereo unspecified)	-1	14	1	-3[fluorescence artefact?]	10	4	-45	-6	-26
O=C(O)CC12CSc3[nH]c(=O)sc3C1c1ccccc1OC2=O (stereo unspecified)	6	1	-6	-8	-17	-17	10	16	4
O=C(N/N=C\c1ccccn1)C1COc2cc3ccccc3cc2O1 (stereo unspecified)	·	·	-47	·	-9	15	-10	-11	-6
O=C(COC(=O)c1cnccn1)NCCc1ccccc1	2	-5	5	-7	7	4	-21	-5	4
Cc1ccccc1OCCn1c(=O)sc2ccccc21	-1	-6	4	3	4	2	-9	3	-12
CCCCn1c(O)c(C(CC)=Nc2ccc3c(c2)CCC3)c(=O)[nH]c1=O	6	3	-4	-2[fluorescence artefact?]	3	9	-23	-11	-22

A second format for 14 compounds above:
Structure,Calb biofilm kill,Smad3 inh,VCAM1 TNFa inh,ERb SRC1 inh,F-actin modifier,sEH inhibitor,HUVEC tox IL1B,sEH act,TNFa cytotox
O=C(Nc1nc(-c2ccccn2)cs1)c1ccc(Br)s1,3,11,-7,-11,-18,8,-7,-8,8
CC1=C(C(=O)OCc2ccccc2)C(c2cccnc2)n2ncnc2N1 (stereo unspecified),7,4,2,0,8,-9,-16,11,-16
Cc1nn(C)c(C)c1/C=C/C(=O)c1ccccc1,·,·,1,·,-9,6,-3,-5,-4
COc1cc(NC(=O)Cc2ccccc2)cc(OC)c1,5,2,-5,0,36,-9,0,10,-6
O=C(Nc1ccc(N=Nc2ccccc2)cc1)c1ccc(Cl)cc1Cl,·,·,2,·,-10,-4,-17,6,4
CCCc1cc(=O)oc2cc(C)cc(OCc3nn[nH]n3)c12,5,5,19,4,23,2,0,0,-4
Cc1ccc(Sc2cnn(-c3ccccc3)c(=O)c2Cl)cc1,·,·,17,·,24,-5,4,6,2
COc1ccc(S(=O)(=O)N2CCCN(Cc3cccc(F)c3)CC2)cc1,3,-1,-4,-10,5,10,-20,-12,-28
CCc1ccc(OC(=O)c2ccn(CC)n2)cc1,12,15,-2,-3[fluorescence artefact?],2,11,-10,-8,-43
O=C(Nc1nnc(SCc2ccc(Cl)cc2)s1)c1ccco1,-4,12,-46,12,21,-12,2,11,-61
CCOC(=O)c1ccc(NC(=O)c2ccc(CO)c(C(=O)NC3CCN(C(=O)OCC)CC3)c2)cc1,1,2,13,-5,8,4,-2,-4,-5
COc1cc(SC)ccc1C(=O)OC1CCOC1=O (stereo unspecified),1,-5,-20,1,15,8,-26,-6,-11
N#C/C(=C(/O)CN1CCN(c2ccccc2F)CC1)c1nc(-c2ccccc2)cs1,7,-11,5,0,-18,·,-27,·,-8
COc1ccc(-c2nc3scc(-c4ccc(OC)c(OC)c4)c3c(=O)o2)cc1,·,·,-5,·,-39,·,-23,·,-7

The results go on:
SMILES	Calb biofilm kill	Smad3 inh	VCAM1 TNFa inh	ERb SRC1 inh	F-actin modifier	sEH inhibitor	HUVEC tox IL1B	sEH act	TNFa cytotox
O=C1C2CC=C(Cl)CC2C(=O)N1CN(Cc1ccco1)CN1C(=O)C2CC=C(Cl)CC2C1=O (stereo unspecified)	-2	2	3	16	3	-11	11	10	-12
Cc1ccc(OCc2ccc(C(=O)Nc3nccs3)o2)cc1C	6	-2	31	-4	-31	4	-6	-1	21
FC(F)(F)c1nnc(-c2ccccc2)nc1Sc1ccccc1	·	·	-1	·	8	2	-28	0	-17
Cn1ccnc1SCC(=O)Nc1ccc(Oc2ccccc2)cc1	6	1	-20	-4	-8	2	-10	-2	-20
O=c1oc(/C=C/c2ccco2)nc2sc3c(c12)CCC3	2	-34	21	0	17	7	-7	-4	-15
O=C1c2cccnc2C(=O)N1Cc1ccc(F)cc1	7	12[fluorescence artefact?]	·	2[fluorescence artefact?]	·	-19	·	19	·
O=C1c2ccccc2C(Nc2ccc(Cl)cc2)N1CCN1CCOCC1 (stereo unspecified)	11	3	4	-2	17	6	-9	-7	-24
O=C(CN(Cc1ccc2c(c1)OCO2)C(=O)CSc1nc2ccccc2o1)NC1CCCCC1	2	-12	4	7[fluorescence artefact?]	9	24	-42	-21	-14
C=CCn1c(SCc2nc3ccccc3[nH]2)nnc1-c1ccc(OC)cc1	0	-15	14	4	-11	12	17	-10	1
Nc1nc2n(n1)C(c1cccs1)CC(c1ccccc1)N2 (stereo unspecified)	7	-8	-14	3	10	-4	22	3	-9

These rows are one share of the data, so the mix of outcomes need not match the whole.
